USP28 inh – inhibitors of human USP28 deubiquitinase. hit rate 3% among 47,000. inhibition, % at 25 µM. purified USP28, Ub-rhodamine cleavage fluorescence, 30 min. Q96RU2
USP10 block – human USP10 deubiquitinase inhibition; purified USP10, Ub-rhodamine fluorescence, 60 min; inhibition, % at 20 µM; hit rate 1.1% among 47,000
UCHL1 block – blocks human UCHL1 ubiquitin-rhodamine cleavage | inhibition, % at 20 µM | purified UCHL1, Ub-rhodamine cleavage fluorescence | AID 1645859 | P09936 | hit rate 0.2% among 47,000
USP8 block – human USP8 deubiquitinase inhibition; purified USP8, Ub-rhodamine cleavage fluorescence, 30 min; inhibition, % at 20 µM; hit rate 4.2% among 47,000; P40818
USP30 inh – human USP30 deubiquitinase inhibition | hit rate 5.3% among 47,000 | purified USP30, Ub-rhodamine cleavage fluorescence | inhibition, % at 25 µM | Q70CQ3
USP7 block – human USP7 deubiquitinase inhibition | hit rate 0.3% among 47,000 | inhibition, % at 20 µM | AID 1645854 | Q93009 | purified USP7, Ub-rhodamine cleavage fluorescence
OTUD3 inh – inhibitors of human OTUD3 deubiquitinase. purified OTUD3, Ub-rhodamine fluorescence, 2 h. inhibition, % at 25 µM. hit rate 0.7% among 47,000. AID 1645858
Target sequence (Q5T2D3 whole entry, looked up): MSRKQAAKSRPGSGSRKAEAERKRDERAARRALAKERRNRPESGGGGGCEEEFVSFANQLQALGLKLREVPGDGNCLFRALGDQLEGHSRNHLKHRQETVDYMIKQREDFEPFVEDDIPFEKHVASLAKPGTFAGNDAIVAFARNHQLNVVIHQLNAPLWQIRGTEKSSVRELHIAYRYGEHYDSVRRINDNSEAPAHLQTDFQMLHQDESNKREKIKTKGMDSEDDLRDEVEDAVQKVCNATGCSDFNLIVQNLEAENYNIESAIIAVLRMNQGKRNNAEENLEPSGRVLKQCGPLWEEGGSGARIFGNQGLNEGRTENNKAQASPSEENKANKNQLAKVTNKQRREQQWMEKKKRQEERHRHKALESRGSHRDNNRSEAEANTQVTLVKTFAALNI
USP17 block – blocks human USP17 ubiquitin-rhodamine cleavage; inhibition, % at 50 µM; hit rate 6.5% among 47,000; A8MUK1; purified USP17, Ub-rhodamine cleavage fluorescence, 3 h
Target sequence (A8MUK1 whole entry, looked up): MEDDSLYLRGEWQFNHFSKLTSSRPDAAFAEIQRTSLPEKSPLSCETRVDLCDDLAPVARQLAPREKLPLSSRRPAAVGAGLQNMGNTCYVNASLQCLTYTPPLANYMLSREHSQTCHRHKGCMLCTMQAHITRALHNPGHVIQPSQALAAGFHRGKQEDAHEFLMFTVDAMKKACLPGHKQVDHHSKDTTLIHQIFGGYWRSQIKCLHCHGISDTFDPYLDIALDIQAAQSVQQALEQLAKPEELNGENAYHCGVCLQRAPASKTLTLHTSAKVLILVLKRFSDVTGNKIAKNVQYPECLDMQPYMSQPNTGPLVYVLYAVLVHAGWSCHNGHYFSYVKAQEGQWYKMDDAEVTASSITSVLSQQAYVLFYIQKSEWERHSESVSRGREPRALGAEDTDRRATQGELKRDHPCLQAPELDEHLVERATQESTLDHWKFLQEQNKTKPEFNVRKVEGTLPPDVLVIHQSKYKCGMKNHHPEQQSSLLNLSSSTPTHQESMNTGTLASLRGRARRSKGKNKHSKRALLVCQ
* = called active by the depositor; i = inactive; x = not tested or not shown. Rule as the data show it: active = inhibition above about 30%; inactive = the rest.

Screens by letter: A = USP28 inh; B = USP10 block; C = UCHL1 block; D = USP8 block; E = USP30 inh; F = USP7 block; G = OTUD3 inh; H = USP17 block
#1 O=C1N[C@H]2CCCN(C(=O)c3ccon3)[C@H]2CCCCCOc2ccccc21
  A: -1.3	B: 1.0	C: -2.3	D: -7.9	E: -5.9	F: -3.7	G: -4.9	H: -9.8

#2 COc1ccc(CCn2cnc3c([nH]c4ccccc43)c2=O)cc1
  A: 35.1*	B: 2.9	C: 4.5	D: 25.8	E: 96.1*	F: 10.1	G: 11.2	H: 34.0*

#3 O=C(c1cccnc1)N1CCN(S(=O)(=O)c2cccc3nonc23)CC1
  A: -9.4	B: 0.1	C: -6.1	D: -50.5	E: -9.0	F: -2.4	G: -0.7	H: -13.6

#4 OC(COCc1ccccc1)CN1CCN(c2ccccc2F)CC1 (stereo not given)
  A: 5.3	B: -0.9	C: 3.5	D: -18.9	E: 3.4	F: -3.6	G: 4.4	H: -8.6

#5 CCOc1ccc(NC(=O)CSc2ccc(-c3ccncc3)nn2)cc1
  A: -7.4	B: 0.7	C: -5.6	D: -0.5	E: 1.6	F: 0.9	G: -7.6	H: -9.0

#6 COc1ccc(CCN2C[C@H]3CCN(C(=O)c4ccnnc4)CC[C@H]3S2(=O)=O)cc1
  A: 8.0	B: 0.2	C: 4.4	D: 16.7	E: 24.6	F: 8.6	G: 7.5	H: 5.2

#7 O=S(=O)(Nc1nnc(C2CC2)s1)c1cccc2nonc12
  A: x	B: 2.2	C: 4.6	D: -2.3	E: x	F: -0.2	G: 0.9	H: 37.2*

#8 CC(NC(=O)c1cccc(N2C(=O)CCS2(=O)=O)c1)c1ccccc1 (stereo not given)
  A: -7.0	B: 1.1	C: -1.6	D: 0.1	E: -3.5	F: -2.5	G: -8.1	H: -0.1

#9 C=C(C)Cn1c(N2CCN(CC)CC2)nc2c1c(=O)[nH]c(=O)n2C
  A: 5.8	B: 1.3	C: 0.7	D: -1.8	E: 20.1	F: 5.7	G: 15.1	H: 0.2

#10 COc1ccc(-c2cc(C(=O)Nc3sccc3C(N)=O)c3ccccc3n2)cc1
  A: -158.8	B: -3.0	C: -57.6	D: 18.3	E: i	F: -65.6	G: -198.8	H: -138.6

#11 O=C(c1ccc2c(c1)nc1n2CCOC1)N1CCN(c2ccccc2)CC1
  A: -2.0	B: -1.4	C: 0.4	D: -49.6	E: -20.0	F: 3.6	G: -0.6	H: -2.0

#12 CCN1C(=O)CC[C@]2(CNS(=O)(=O)c3c(C)noc3C)CCC[C@@H]12
  A: -4.1	B: 0.6	C: 0.1	D: 0.0	E: -3.5	F: 2.3	G: -6.2	H: -7.5

#13 CC(Cc1ccccc1)Nc1ncc2c([nH]c3ccccc32)c1C#N (stereo not given)
  A: -137.8	B: -2.9	C: -153.6	D: -342.6	E: i	F: -142.4	G: -33.4	H: 16.9

#14 O=C(Cn1cnc2c(cnn2-c2ccccc2)c1=O)Nc1cccc([N+](=O)[O-])c1
  A: -12.4	B: 2.4	C: -1.2	D: 15.5	E: -20.2	F: 4.3	G: -0.7	H: 42.3*

#15 Cc1nc(-c2cccc(Cl)c2)nc2c1CC(=O)N2CC1COCCO1 (stereo not given)
  A: -22.2	B: -3.3	C: -3.2	D: -4.6	E: -75.6	F: -8.0	G: -20.7	H: 4.5

#16 Cc1cc(NC2CCCCC2)n2ncc(-c3ccccc3Cl)c2n1
  A: -11.9	B: 1.0	C: 1.7	D: -8.3	E: -16.5	F: 0.0	G: -22.5	H: -9.2

#17 Cc1ccc(-c2c3c(=O)n(C)c(=O)n(C)c3cn2-c2ccc3c(c2)OCCO3)cc1
  A: -22.0	B: -0.9	C: 1.9	D: 63.2*	E: -38.6	F: -3.1	G: -17.0	H: 14.4

#18 Cc1ccc(NC2=NC(C(=O)Nc3ccccc3Cl)CC(=O)N2)cc1 (stereo not given)
  A: -4.4	B: 2.6	C: -0.3	D: 4.8	E: -0.8	F: -4.2	G: -7.2	H: -17.8

#19 N=C1c2ccccc2CN1c1ccc(S(=O)(=O)N2CCCCC2)cc1
  A: -21.3	B: -5.6	C: -3.9	D: -11.3	E: -130.7	F: -8.0	G: -22.0	H: -14.4

#20 Oc1ccc(N2CCN(c3ncccn3)CC2)cc1
  A: -0.3	B: -1.0	C: 1.0	D: -58.0	E: -12.0	F: -5.9	G: -2.7	H: -5.8

#21 CC(=O)N1CCC2(CC1)CN(Cc1ccncc1)Cc1ccccc1O2
  A: -9.9	B: -5.6	C: -2.9	D: 6.8	E: -3.5	F: -1.6	G: 2.2	H: -4.2

#22 CCN1CCN(c2ccc(-c3nc(-c4cccc(F)c4)no3)cn2)CC1
  A: 11.1	B: -0.6	C: -1.4	D: 12.9	E: 3.0	F: -2.0	G: 6.2	H: 3.1

#23 O=C(Nc1c(C(=O)Nc2ccc(Cl)cc2)oc2ccccc12)c1ccccc1
  A: 2.0	B: -3.8	C: 6.2	D: -19.2	E: -12.0	F: 2.0	G: -0.8	H: -3.8

#24 Cc1cccnc1Nc1nccc(C2CCCN(S(C)(=O)=O)C2)n1 (stereo not given)
  A: -1.0	B: 0.1	C: -1.4	D: -24.2	E: -0.8	F: 2.1	G: 2.5	H: -3.0

#25 Cc1ccc(NC(=O)[C@H](C)NC(=O)C2CCN(C(=O)[C@@H](NC(=O)OC(C)(C)C)C(C)C)CC2)cc1
  A: 1.0	B: -3.1	C: 1.0	D: -0.3	E: 0.8	F: 2.1	G: 1.8	H: -0.9

#26 Cc1sc2nc(C)n(C3CCN(CC(=O)NCC4CC4)CC3)c(=O)c2c1C
  A: -12.9	B: -2.7	C: -0.1	D: -12.0	E: -1.4	F: -2.2	G: -4.9	H: -3.7

#27 Cn1cc2c(n1)C(COc1cccnc1)CN(C(=O)N1CCCC1)C2 (stereo not given)
  A: -6.7	B: -3.8	C: -1.8	D: -6.2	E: -1.8	F: 1.5	G: 5.7	H: -19.7

#28 CC1Oc2nc3ccccc3cc2CN(Cc2ccc(F)cc2)C1=O (stereo not given)
  A: -6.2	B: 0.0	C: -0.1	D: 2.5	E: -1.3	F: -5.0	G: 0.1	H: -2.0

#29 COc1ccc(Cl)cc1NC(=O)Cn1c(=O)n(CCCCC(=O)NCCc2ccccc2)c(=O)c2ccccc21
  A: 1.3	B: 43.2*	C: 0.2	D: 42.2*	E: 5.0	F: 1.7	G: 14.4	H: 13.8

#30 COc1ccc(NC(=O)N2CCCn3c(nc4ccccc43)C2)cc1
  A: 9.9	B: 3.0	C: 2.3	D: 12.6	E: 2.5	F: 4.6	G: 8.1	H: 2.4

#31 COc1ccc(-c2noc(N3CCCC(C(=O)Nc4cccc(OC)c4)C3)n2)cc1 (stereo not given)
  A: 0.6	B: 1.1	C: 2.7	D: 8.6	E: -0.8	F: 0.7	G: -0.3	H: 22.4

#32 CC(C)C(=O)N1CC[C@H]2COC(=O)N(Cc3ccccc3)[C@@H]2C1
  A: 2.0	B: -1.9	C: -2.7	D: 2.1	E: 9.3	F: -0.1	G: 0.3	H: 5.0

#33 CC(C)(C)N=C1Nc2ncccc2NC12CCCN(C(=O)c1ccccc1)C2 (stereo not given)
  A: -227.1	B: -7.8	C: -10.2	D: -242.4	E: i	F: 0.2	G: -224.7	H: -174.9

#34 Cc1ccccc1NC(=O)CC[C@@H]1NC(=O)N([C@@H](C)c2ccccc2)C1=O
  A: 0.3	B: 0.1	C: -0.6	D: 9.4	E: 4.3	F: 2.8	G: 4.2	H: 3.2

#35 N#CC1=C(c2ccc(Oc3ccc(Cl)c(F)c3)cc2)NC(=O)CC1
  A: -3.5	B: 0.9	C: -3.8	D: -4.0	E: 0.0	F: -10.7	G: -9.8	H: -7.0

#36 COc1cnc(-c2ccccn2)nc1Sc1ccc(Cl)cc1Cl
  A: -17.9	B: 0.8	C: -2.6	D: -31.3	E: -8.8	F: -4.8	G: -2.7	H: -0.9

#37 Cc1cc(C)cc(NC(=O)N2CC(C(=O)NC3CCCC3)C3(CCOCC3)C2)c1 (stereo not given)
  A: 5.9	B: 4.2	C: 0.7	D: 22.3	E: 21.9	F: 5.2	G: 0.7	H: 8.2

#38 O=C(CNC(c1ccccc1)c1ccccc1)NCc1ccccc1Cl
  A: 9.6	B: 9.5	C: 4.4	D: 9.8	E: 16.0	F: -1.0	G: 16.0	H: 6.8

#39 COc1cc(C(=O)Nc2cccc(CCc3nc4ccccc4[nH]3)c2)cc(OC)c1OC
  A: -8.7	B: -1.0	C: 2.9	D: -4.5	E: -38.3	F: 4.3	G: -9.1	H: -14.8

#40 C[C@H]1CCC[C@]2(C)C[C@H]3OC(=O)C(CN4CCCC(C)(C)C4)[C@H]3[C@@H]3O[C@@]132 (stereo not given in full)
  A: 8.6	B: 0.4	C: -0.3	D: 18.3	E: 16.5	F: 5.8	G: 11.3	H: 12.6

#41 O=C(Cc1cccc(Cl)c1)NCCN1CCC(O)(c2cccc(F)c2)CC1
  A: 17.0	B: -1.9	C: 0.1	D: 3.1	E: 33.8*	F: -3.2	G: 4.7	H: 7.5

#42 COc1ccc(C(=O)N[C@H]2C[C@@H](c3nc(-c4ccccc4)no3)N(C)C2)cc1
  A: -7.9	B: -1.7	C: -2.5	D: 0.3	E: -25.4	F: -24.1	G: -6.2	H: -44.1

#43 CC12C(=O)N(CCc3ccccc3)CC(=O)N1CCc1c2[nH]c2ccccc12 (stereo not given)
  A: 4.1	B: 1.0	C: 1.7	D: -0.4	E: 4.1	F: -1.0	G: -0.9	H: 2.8

#44 O=S(=O)(c1c[nH]c2ncccc12)N1CCN(c2ccccc2)CC1
  A: -13.8	B: -3.2	C: -1.9	D: -7.2	E: -54.8	F: -3.1	G: -12.3	H: -6.8

#45 O=C1CCC[C@]2(CN(S(=O)(=O)Cc3ccccc3F)C[C@H]2c2cccnc2)N1
  A: -7.1	B: 2.5	C: 0.3	D: -3.7	E: -1.7	F: 0.4	G: 2.9	H: 9.7

#46 CCNc1cc(C)nc(N2CCN(S(=O)(=O)c3ccc(-c4ccccc4)cc3)CC2)n1
  A: -0.8	B: -4.6	C: 6.2	D: 20.0	E: -9.5	F: 15.3	G: -1.8	H: -35.3

#47 Cn1cc(C(=O)NCc2ccc3c(c2)OCO3)c(S(=O)(=O)N2CCCCC2)n1
  A: -12.3	B: -1.6	C: 0.6	D: -268.5	E: -8.7	F: -7.1	G: -1.4	H: -70.7

#48 Cc1cccc(-n2nc3c(c2NC(=O)/C=C\c2ccccc2)CS(=O)(=O)C3)c1C
  A: 0.2	B: 0.0	C: 4.0	D: -12.5	E: -0.2	F: 2.9	G: -16.9	H: -5.4

#49 CCOc1ccc2oc(C(=O)OCC(=O)c3ccc(Br)cc3)c(C)c2c1
  A: -36.9	B: 3.7	C: -4.5	D: -4.6	E: -97.4	F: 3.9	G: -29.9	H: -4.3

#50 CCn1c(Cn2cccn2)nc2cc(NC(=O)CC(C)C)ccc21
  A: 18.0	B: 2.0	C: 1.0	D: 4.5	E: 19.9	F: 6.8	G: 1.4	H: 5.7

#51 COc1cccc(C(CNC(=O)c2cccc3ccccc23)N2CCOCC2)c1 (stereo not given)
  A: -12.9	B: -1.8	C: -1.3	D: -13.2	E: -15.7	F: -8.9	G: -7.6	H: -20.5

#52 CCc1ccc(S(=O)(=O)N2CCCC(c3nnc(C(F)(F)F)o3)C2)cc1 (stereo not given)
  A: -4.0	B: -0.6	C: -0.2	D: -1.6	E: -18.7	F: 0.3	G: -0.8	H: 8.4

#53 CNC(=O)c1c2n(c3ncccc13)CCN(S(=O)(=O)C1CC1)C2
  A: -12.7	B: -1.1	C: -2.1	D: 2.1	E: -15.3	F: -4.0	G: -12.3	H: -3.8

#54 O=C(Cn1c(=O)n(Cc2ccc3c(c2)OCO3)c(=O)c2ccccc21)NCc1ccco1
  A: 26.3	B: 25.6	C: -1.0	D: 8.1	E: 33.0*	F: -7.0	G: 0.5	H: 23.0

#55 CCOc1ccc(-c2nc(-c3ccc(F)c(F)c3)c(C)s2)cc1
  A: -8.1	B: 1.1	C: -0.9	D: 1.4	E: -3.9	F: x	G: -3.3	H: -6.6
